# Compound activity (PubChem BioAssay)
# mIAP act: mouse IAP activation; muIAP, CDP-Star luminescence, 30 min; hits give high values; 1 = vehicle-only enzyme signal, 0 = enzyme-free wells; activation factor at 10 µM; 0.24% of 330,000 active; AID 2805;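 active means activation factor of at least 2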; further: the source names both 10 and 20 µM as test concentration; values of inactives mirror those of a sister screen read the other way
#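 System: Mouse IAP enzyme | Also added: CDP-Star substrate | Dosing: Compounds dispensed in DMSO | Schedule: 30 min enzyme-substrate-compound incubation at room temperature | Technique: Chemiluminescence readout | Control set: DMSO-only wells and no-enzyme negative control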
# TIM10 inh: TIM10 yeast growth inhibition. S. cerevisiae TIM10 strain growth, BacTiter-Glo luminescence, 24 h. inhibition, % at 10 µM. 1.4% of 330,000 active. AID 463195;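 active means inhibition of 40% or more at the single tested concentration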;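 further: wild-type TIM10 isogenic control strain grown at permissive 25 °C; 0% = DMSO yeast wells and 100% = minimal medium wells without yeast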
# tim10-1 inh: tim10-1 yeast growth inhibition; AID 463190; S. cerevisiae tim10-1 ts strain growth, BacTiter-Glo, 24 h; 2.2% of 330,000 active; inhibition, % at 20 µM;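 active means inhibition of at least 40%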;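 further: mutant grown at 25 °C; 0% = DMSO wells with yeast and 100% = wells holding no yeast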
# NALP3 yeast inh: blocks the NALP3 inflammasome reconstituted in yeast; Yeast reconstituted NLRP3/ASC/caspase-1, beta-gal luminescence, 24 h; inhibition, % at 10 µM; 0.39% of 330,000 active; AID 2825;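 active means inhibition of 50% or more; inactive means inhibition below 50%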;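 further: plate controls were induced DMSO wells for no effect and uninduced yeast grown without galactose for full effect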
# mIAP inh: blocks mouse intestinal alkaline phosphatase | inhibition, % at 10 µM | 0.2% of 330,000 active | purified mouse IAP, CDP-Star luminescence, 30 min;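 active means inhibition of at least 40% at 10 µM in the primary screen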;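 further: plate controls were DMSO with enzyme for no effect and no enzyme wells for full effect; values of inactives mirror those of a sister screen read the other way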
# hIAP block: human IAP inhibition; inhibition, % at 10 µM; 0.12% of 330,000 active; P09923; purified IAP, CDP-Star luminescence, 30 min;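 active means inhibition reaching a set limit with compound at 10 µM in the primary screen, cut at about 35% in these data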;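 further: plate controls were DMSO wells with enzyme for no effect and no-enzyme buffer wells for full effect; values of inactives mirror those of a sister screen read the other way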
# Target sequence (P09923 whole entry, looked up): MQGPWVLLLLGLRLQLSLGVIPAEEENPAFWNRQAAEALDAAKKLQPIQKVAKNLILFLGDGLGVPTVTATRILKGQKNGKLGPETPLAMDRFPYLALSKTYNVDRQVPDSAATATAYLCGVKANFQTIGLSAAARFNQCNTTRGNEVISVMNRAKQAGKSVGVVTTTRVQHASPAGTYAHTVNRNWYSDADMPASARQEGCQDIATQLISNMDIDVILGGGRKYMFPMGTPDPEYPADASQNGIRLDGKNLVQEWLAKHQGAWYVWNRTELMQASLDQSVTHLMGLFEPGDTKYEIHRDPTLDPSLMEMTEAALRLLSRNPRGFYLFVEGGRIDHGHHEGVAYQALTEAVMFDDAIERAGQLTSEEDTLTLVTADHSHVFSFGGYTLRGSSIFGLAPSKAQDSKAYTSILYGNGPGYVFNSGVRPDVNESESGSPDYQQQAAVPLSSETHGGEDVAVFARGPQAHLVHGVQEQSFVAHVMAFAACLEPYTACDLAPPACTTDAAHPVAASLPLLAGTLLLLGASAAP
# Apaf-1 inh: human Apaf-1 inhibition; O14727; reconstituted apoptosome caspase-3 activity, DEVD-Rh110 fluorescence; inhibition, % at 20 µM; 0.71% of 330,000 active; AID 489030; active means inhibition of at least 40% at 20 µM;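 further: plate controls were DMSO wells for no effect and DEVD-CHO caspase inhibitor wells for full effect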
#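 Material: biochemical Apaf-1 apoptosome reconstitution. Medium: Hepes buffer, pH 7.5. Also added: cytochrome c activation, bis-DEVD rhodamine 110 substrate. Timing: 30 min compound preincubation, 50 min activation, room temperature. Measured by: rhodamine 110 fluorescence at Ex 480/Em 540 nm.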
# ATG4B inhibitor: ATG4B (human) cysteine protease inhibition. ATG4B cleavage of LC3-PLA2, NBD-HPC fluorescence, 1 h. AID 504462. 0.51% of 340,000 active. inhibition, % at 8.33 µM. Q9Y4P1; in the data active means inhibition above about 40%
# Target sequence (Q9Y4P1 whole entry, looked up): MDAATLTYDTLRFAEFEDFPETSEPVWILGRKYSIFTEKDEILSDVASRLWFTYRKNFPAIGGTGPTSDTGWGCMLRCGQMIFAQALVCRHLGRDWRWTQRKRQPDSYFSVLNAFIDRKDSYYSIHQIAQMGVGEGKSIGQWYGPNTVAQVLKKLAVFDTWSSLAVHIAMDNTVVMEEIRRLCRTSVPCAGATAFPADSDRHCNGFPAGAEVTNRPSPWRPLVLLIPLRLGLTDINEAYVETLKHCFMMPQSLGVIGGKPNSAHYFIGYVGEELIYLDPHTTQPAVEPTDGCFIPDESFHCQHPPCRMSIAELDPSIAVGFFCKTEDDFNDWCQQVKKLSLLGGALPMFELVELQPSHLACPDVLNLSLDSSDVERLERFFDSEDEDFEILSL
# hIAP activ: increases human intestinal alkaline phosphatase activity | P09923 | purified human IAP, CDP-Star luminescence, 30 min; hits give high values; 1 = vehicle-only enzyme, 0 = enzyme-free background | activation factor at 10 µM | 0.16% of 330,000 active | AID 2524;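 active means activation factor of the enzyme at least 2-fold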; further: the source names both 10 and 20 µM as test concentration; values of inactives mirror those of a sister screen read the other way
# * hit, by the source's call; / = not tested or not shown; & = joins results of further samples.
# The opening 6 records, ahead of the listing:
entry	SMILES	mIAP act	TIM10 inh	tim10-1 inh	NALP3 yeast inh	mIAP inh	hIAP block	Apaf-1 inh	ATG4B inhibitor	hIAP activ
1	O=C(C1CC1)N1CCN(c2ccc(O)cc2)CC1	1	-6	7	1	-4	-4	-1	1	1
2	CCc1ccccc1NC(=S)N=Nc1c(O)n(C)c2ccc(S(=O)(=O)N3CCOCC3)cc12	0.82	4	3	3	18	5	1	-15	0.95
3	Cc1c(-c2cccs2)[n+](=O)c2c(n1[O-])CCCCC2	0.97	9	4	-12	3	-2	-2	-14	1
4	NS(=O)(=O)c1cccc(NC(=O)COC(=O)C2(c3cccc(F)c3)CCCC2)c1	1	0	18	7	0	5	6	-4	0.95
5	CCOC(=O)c1nn(-c2ccccc2)c(C#N)c1NC(=O)c1nn(CC)cc1Br	0.97	4	15	31	3	-8	1	-1	1.1
6	CC1CN(C(=O)C(C)OC(=O)c2ccc3ncsc3c2)CC(C)O1 (stereo not given)	1	2	-12	16	-3	-17	-7	0	1.2

# The whole of this part, repeating the preview:
entry	SMILES	mIAP act	TIM10 inh	tim10-1 inh	NALP3 yeast inh	mIAP inh	hIAP block	Apaf-1 inh	ATG4B inhibitor	hIAP activ
1	O=C(C1CC1)N1CCN(c2ccc(O)cc2)CC1	1	-6	7	1	-4	-4	-1	1	1
2	CCc1ccccc1NC(=S)N=Nc1c(O)n(C)c2ccc(S(=O)(=O)N3CCOCC3)cc12	0.82	4	3	3	18	5	1	-15	0.95
3	Cc1c(-c2cccs2)[n+](=O)c2c(n1[O-])CCCCC2	0.97	9	4	-12	3	-2	-2	-14	1
4	NS(=O)(=O)c1cccc(NC(=O)COC(=O)C2(c3cccc(F)c3)CCCC2)c1	1	0	18	7	0	5	6	-4	0.95
5	CCOC(=O)c1nn(-c2ccccc2)c(C#N)c1NC(=O)c1nn(CC)cc1Br	0.97	4	15	31	3	-8	1	-1	1.1
6	CC1CN(C(=O)C(C)OC(=O)c2ccc3ncsc3c2)CC(C)O1 (stereo not given)	1	2	-12	16	-3	-17	-7	0	1.2
7	Cc1ccc2c(c1)C(=O)c1ccccc1CS2=O (stereo not given)	1	0	12	-5	-4	9	0	7	0.91
8	CC(=O)N1CCOc2ccc(S(=O)(=O)NCc3ccc(F)cc3)cc21	0.94	-1	21	2	6	8	-1	3	0.92
9	CC1CCN(C(=O)c2[nH]cnc2C(=O)NC2CCN(C(=O)OC(C)(C)C)CC2)CC1	0.94	3	2	11	6	-26	9	-2	1.3
10	O=C(COc1ccc(S(=O)(=O)NCc2ccccc2)cc1)NCC1CCCO1 (stereo not given)	0.98	-33	6	12	2	-9	4	-10	1.1
11	CCC1(C)Cc2ccccc2-c2nc(NCCCO)n(C)c(=O)c21 (stereo not given)	0.95	6	15	16	5	3	-9	-11	0.97
12	Cc1ccc(-c2c[n+](CC(=O)Nc3c(C)cccc3C)c3n2CCC3)cc1	1	-25	-3	-10	-4	-11	-6	-7	1.1

# Excerpt, nos. 11 to 12
entry	SMILES	mIAP act	TIM10 inh	tim10-1 inh	NALP3 yeast inh	mIAP inh	hIAP block	Apaf-1 inh	ATG4B inhibitor	hIAP activ
11	CCC1(C)Cc2ccccc2-c2nc(NCCCO)n(C)c(=O)c21 (stereo not given)	0.95	6	15	16	5	3	-9	-11	0.97
12	Cc1ccc(-c2c[n+](CC(=O)Nc3c(C)cccc3C)c3n2CCC3)cc1	1	-25	-3	-10	-4	-11	-6	-7	1.1

# More compounds follow:
entry	SMILES	mIAP act	TIM10 inh	tim10-1 inh	NALP3 yeast inh	mIAP inh	hIAP block	Apaf-1 inh	ATG4B inhibitor	hIAP activ
13	CN(CC(=O)Nc1ccc(F)cc1)C(=O)CSc1ncccn1	0.92	1	-6	1	8	14	5	-6	0.86
14	COc1ccc(NC(=O)c2cc(-c3ccccc3)on2)cc1OC	1.1	4	-20	18	-6	6	-7	-1	0.94
15	O=C(OCC(=O)N1CCCCCC1)c1ccc(Cl)c(S(=O)(=O)N2CCCC2)c1	0.95	8	16	-6	5	3	11	-8	0.97
16	COC(=O)c1ccc2nccnc2c1	0.97	6	-5	4	3	-6	-14	-3	1.1
17	O=C(NC1CC(=O)c2sccc21)c1cccc(C(F)(F)F)c1 (stereo not given)	1.1	-24	-18	2	-9	-3	5	0	1
18	Cc1ncsc1C(=O)Nc1cccc(C(F)(F)F)c1	0.91	7	32	24	9	4	7	3	0.96
19	O=C1NCCN(Cc2c(F)cccc2Cl)C1CC(=O)N1CCCCO1 (stereo not given)	0.99	4	1	8	1	-12	-11	-1	1.1
20	COc1cc(/C=C(\C#N)C(=O)NCC2CCCO2)c([N+](=O)[O-])cc1OC (stereo not given)	1.1	22	34	4	-9	14	2	0	0.86
21	CCOC(=O)Cn1c(CN2CC(C)OC(C)C2)nc2c1c(=O)n(C)c(=O)n2C (stereo not given)	0.92	7	1	9	8	14	1	-4	0.86
22	COC(=O)CSc1ncnc2c1cnn2Cc1ccccc1	1.1	-7	9	4	-7	-9	-3	-4	1.1
23	Cc1oc(-c2ccccc2Cl)nc1CS(=O)CC(=O)N1CCN(c2ccccc2)CC1 (stereo not given)	0.88	19	10	7	12	-18	2	-11	1.2
24	COc1cc(C(=O)CSc2nnc(-c3ccc(O)cc3)n2CC2CCCO2)ccc1NC(C)=O (stereo not given)	0.96	5	12	-1	4	0	-6	-2	1
25	O=C(c1nc2ccc(Cl)cn2c1CN1CCC(CO)CC1)N1CCc2ccccc2C1	1	11	2	8	0	-21	4	5	1.2
26	COc1ccc(CNC(=O)CSc2ncnc3ccccc23)cc1OC	0.94	12	3	15	6	-5	-2	-3	1.1
27	Cc1nn(C)c(C(=O)Sc2ccccc2)c1[N+](=O)[O-]	0.94	22	5	7	6	1	-9	-5	0.99
28	COc1ccc(Br)cc1CNC(=O)CCc1nc(-c2ccc(C)cc2)no1	1.2	-12	0	4	-15	22	14	26	0.78
29	Cc1ccc2[nH]c3c(c2c1)CCN1C(=O)OC(C)(C)C31C (stereo not given)	1.1	-16	5	18	-10	-4	-18	3	1
30	CCN=C(NC#N)SCc1c(F)cccc1Cl	1.1	4	28	7	-9	-11	14	1	1.1
31	O=C(NCc1ccc(Cl)cc1)c1ccc(NC(=O)C2CCCO2)cc1 (stereo not given)	0.99	5	2	24	1	20	4	1	0.8
32	COc1cc2c(cc1OC)C(c1cccs1)N(C(=O)c1ccc(S(=O)(=O)N(C)C)cc1)CC2 (stereo not given)	1	5	15	-5	-3	3	-5	-18	0.97
33	Cc1ccc(C2(CC(=O)N3CCCC3)CCOC(C(C)C)C2)cc1 (stereo not given)	0.88	4	19	11	12	-3	-2	-5	1
34	COc1ccc(/C=C(/NC(=O)c2ccccc2)C(=O)N2CCC(C)CC2)cc1	0.99	10	18	-5	1	-21	14	0	1.2
35	CC1CCC(NC(=O)c2ccc(NC(=O)c3ccc(=O)[nH]c3)cc2)CC1 (stereo not given)	1.1	-10	-5	20	-7	-19	-5	/	1.2
36	Clc1ccccc1-c1nc(-c2ccncc2)no1	1.1&0.99	1&17	-7&20	-2&8	-7&1	-3&-4	3&-13	6&5	1&1

# An excerpt from above, reduced to TIM10 inh and Apaf-1 inh.
item | compound | TIM10 inh | Apaf-1 inh
29 | Cc1ccc2[nH]c3c(c2c1)CCN1C(=O)OC(C)(C)C31C (stereo not given) | -16 | -18
30 | CCN=C(NC#N)SCc1c(F)cccc1Cl | 4 | 14
31 | O=C(NCc1ccc(Cl)cc1)c1ccc(NC(=O)C2CCCO2)cc1 (stereo not given) | 5 | 4
32 | COc1cc2c(cc1OC)C(c1cccs1)N(C(=O)c1ccc(S(=O)(=O)N(C)C)cc1)CC2 (stereo not given) | 5 | -5
33 | Cc1ccc(C2(CC(=O)N3CCCC3)CCOC(C(C)C)C2)cc1 (stereo not given) | 4 | -2
34 | COc1ccc(/C=C(/NC(=O)c2ccccc2)C(=O)N2CCC(C)CC2)cc1 | 10 | 14
35 | CC1CCC(NC(=O)c2ccc(NC(=O)c3ccc(=O)[nH]c3)cc2)CC1 (stereo not given) | -10 | -5

# (next part)
entry	SMILES	mIAP act	TIM10 inh	tim10-1 inh	NALP3 yeast inh	mIAP inh	hIAP block	Apaf-1 inh	ATG4B inhibitor	hIAP activ
37	COC(=O)c1sc(-c2ccc(Cl)cc2)cc1NC(=O)COCC(=O)O	0.91	7	15	14	9	-1	13	5	1
38	CCN(C[C@H]1N[C@@](CC)(C(=O)OC)[C@H]2C(=O)N(C)C(=O)[C@@H]12)S(=O)(=O)c1ccccc1	0.94	5	-5	-5	6	-13	2	/	1.1
39	CCCCOc1ccc(C(C)NC(=O)C2CCCN(S(=O)(=O)CC)C2)cc1 (stereo not given)	1	3	4	0	-4	-21	10	0	1.2
40	COCCCNC(=S)Nc1ccc2nc(N3CCOCC3)cc(C)c2c1	0.99	6	16	32	0	3	1	0	0.97
41	CC(C)(C)c1ccc(C(=O)NCC(=O)OCC(=O)Nc2ccccc2[N+](=O)[O-])cc1	0.95	27	28	-5	5	-4	14	7	1
42	Cc1ccc(CN2CCNC(=O)C2CC(=O)NCC(F)(F)F)o1 (stereo not given)	1.1	-5	4	8	-6	11	-3	20	0.89
43	CCNC(=O)c1cc(S(=O)(=O)N(C)C)c(Cl)cc1Cl	1	-12	-5	25	0	-19	-2	0	1.2
44	c1ccc(Cc2nnc(N3CCCCC3)c3ccccc23)cc1	1.1	2	24	21	-14	-6	12	7	1.1
45	Cc1ccc(-c2nn(CC(=O)O)c(=O)c3ccccc23)cc1	0.94	5	1	-11	6	0	-13	-2	1
46	CCOc1cc(/C=C2/SC(=S)N(CC(=O)O)C2=O)ccc1OC(=O)c1cccs1	0.85	7	14	24	15	25	-14	4	0.75
47	COc1ccccc1CNC(=O)c1c(-c2ccccc2Cl)noc1C	0.97	9	8	6	3	0	-18	8	1
48	Cc1[nH]n(-c2ccccc2)c(=O)c1S(=O)(=O)c1ccccc1	0.98	24	22	15	2	-4	10	-1	1
49	CC(C)C(c1nnnn1Cc1ccc(F)cc1)N1CCN(C(=O)c2ccco2)CC1 (stereo not given)	0.98	3	15	9	2	14	-19	4	0.86
50	Cc1cc(=O)oc2cc(OCCSCCN3CCCCC3)ccc12	0.97	-9	2	14	2	6	7	1	0.94
51	Cc1cc(C)nc(SCc2nnc(SCC(=O)Nc3nc(-c4ccccc4)cs3)n2C)n1	0.99	20	3	4	1	18	20	-23	0.82
52	O=C1OCc2cccc3cccc1c23	0.92	13	10	-77	8	11	-14	8	0.89
53	Oc1ccc(/C=N/Nc2ccnc3cc(Cl)ccc23)c(O)c1	0.94	47*	5	20	6	7	18	-3	0.93
54	CSCCC(NC(=O)c1ccccc1Cl)C(=O)N1CCCCCCC1 (stereo not given)	0.92	1	3	19	8	8	-4	2	0.92
55	COc1cc2c(cc1NC(=O)C(C)Sc1ccc(C)cc1)oc1ccccc12 (stereo not given)	0.98	6	14	7	2	9	-1	20	0.91
56	O=C(COC(=O)C1(c2ccccc2)CC1)N1CCN(c2ccc(F)cc2)CC1	1.2	13	12	28	-22	2	10	-12	0.98
57	O=C(NCc1n[nH]c(=S)n1-c1ccc(Cl)c(Cl)c1)c1ccc(S(=O)(=O)N2CCOCC2)cc1	0.99	6	17	8	1	-18	-6	-19	1.2
